GSK3B inh – human GSK3beta kinase inhibition. GST-GSK3beta kinase, ADP-Glo luminescence, 60 min; active compounds read low. activity score (negative = inhibition), % at 10 µM. actives 0.038% (n = 300,000). AID 2097;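 active means more than half of replicate wells score below -50%, meaning over 50% inhibition versus plate controls; inconclusive means some replicates but at most half score below -50%; inactive means no replicate scores below -50%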;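 further: 0% = median DMSO wells and -100% = median GW8510 positive control wells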
Target sequence (P49841 whole entry, looked up): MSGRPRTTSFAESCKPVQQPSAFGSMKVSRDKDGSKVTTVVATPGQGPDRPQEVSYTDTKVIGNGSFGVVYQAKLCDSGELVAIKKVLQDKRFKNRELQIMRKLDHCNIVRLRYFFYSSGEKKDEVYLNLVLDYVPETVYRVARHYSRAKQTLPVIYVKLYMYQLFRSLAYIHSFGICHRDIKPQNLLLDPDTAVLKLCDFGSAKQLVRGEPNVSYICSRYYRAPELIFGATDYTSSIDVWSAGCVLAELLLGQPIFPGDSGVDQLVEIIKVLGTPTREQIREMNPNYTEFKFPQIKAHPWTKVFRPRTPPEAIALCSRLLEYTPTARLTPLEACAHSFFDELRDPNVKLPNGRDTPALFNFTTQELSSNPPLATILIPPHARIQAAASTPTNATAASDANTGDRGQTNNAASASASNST
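Assay system: GST-fused GSK3beta enzyme, cell-free / Medium: Tris pH 7.5 buffer with MgCl2, DTT, BSA, heparin / Also added: peptide substrate plus 25 µM ATP (final) / Compound: 10 µM single point / Timing: kinase reaction with compound 60 min at room temperature / Detection: ADP-Glo luminescence / Benchmarks: DMSO neutral wells and GW8510 at 20 µM as positive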
HIF act – HIF pathway transcriptional activation; U2OS HRE-luciferase reporter, luminescence; normalized: DMSO 0%, desferrioxamine 100%; activation, % at 7.5 µM (by protocol); actives 0.32% (n = 300,000);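 active means mean activation of at least 10% of the iron chelator positive control signal, with at least half of replicates also reaching 10%; inconclusive means mean and replicate majority disagree about reaching 10%; inactive means mean and most replicates under 10%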
KLF5 inhibitor – suppresses KLF5 promoter-driven expression. DLD-1 KLF5 promoter-luciferase reporter, luminescence. AID 1700. actives 0.23% (n = 290,000). inhibition, % at 5 µM;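 active means inhibition above a per-plate limit of that plate's mean compound inhibition plus 3 SD, cut at about 60% in these data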;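 further: 0% = DMSO wells and 100% = LY294002 at 200 µM; higher means less KLF5 promoter-driven luciferase light; inactives centre near -14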
HSF1 inh – HSF1 inhibition; NIH3T3-HGL HSE-luciferase, MG132-induced, luminescence 8 h; active compounds read low; activity change, negative = inhibition, % at 7.5 µM (by protocol); actives 0.77% (n = 300,000); AID 2098;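 active means more than half of replicate wells show activity change below -50%, luminescence cut by over half; inconclusive means some wells, but at most half, below -50%; inactive means no replicate well below -50%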;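 further: luciferase reports HSF-1 transcriptional activity via heat shock element; 0% = median of DMSO wells and -100% = zero luminescence signal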
IEC-6 tox – counter-screen for KLF5 inhibitors: cytotoxicity in IEC-6 cells | AID 1825 | actives 0.78% (n = 290,000) | IEC-6 cytotoxicity, luminescence viability | inhibition, % at 5 µM; in the data active means inhibition above about 22%;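 further: 0% = plate median of test compound wells and 100% = cytotoxic reference compound wells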
HSP90 refold inh – HSP90 refolding inhibition in rabbit reticulocyte lysate; actives 0.91% (n = 290,000); luciferase refolding luminescence, 3 h; inhibition, % at 5.6 µM;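 active means inhibition above the screen-wide mean plus 3 SD, computed separately per campaign, cut at about 16% in these data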;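 further: 0% = DMSO wells and 100% = 60 µM geldanamycin wells; inhibitors lower the luminescence because luciferase stays unfolded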
AI-2 QS mod – Vibrio harveyi AI-2 quorum sensing modulation; Vibrio harveyi JMH597 AI-2 luminescence/OD600 ratio, 9 h; active compounds read low; strain lacks LuxN and CqsS sensors; 0 = neutral-control median; activity change, % at 7.5 µM; actives 0.4% (n = 300,000); AID 2094; in the data active means activity change below about -75%, passing the limit was not always enough; inconclusive means no clear call, values can overlap the other calls;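 further: luminescence divided by OD600 gain over 9 h not by final OD600 alone; inactives centre near 13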
HSF-1 act – increases HSF-1 driven luciferase reporter signal. NIH3T3-HGL HSF-1 luciferase reporter, MG132, 8 h; 100% = twice DMSO control signal. activation, % at 9 µM. actives 1.7% (n = 300,000). AID 504408;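 active means mean replicate activation of at least 50% with a set share of replicates each reaching 50%; inconclusive means only one of those two conditions met; inactive means mean below 50% and too few replicates reaching it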;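 further: 0% = median of the neutral control wells and 100% = twice that signal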
aSyn UTR inh – MLPCN primary screen, SNCA 5' untranslated region. alpha-synuclein 5'UTR reporter, inhibitor activity. inhibition, % (tested at 7.5 µM). actives 0.82% (n = 300,000). AID 1813; in the data active means inhibition above about 60%; inconclusive means no clear call, values can overlap the other calls;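 further: H4 neuroglioblastoma cells stably carrying SNCA 5'UTR luciferase fusion; 0% = DMSO wells and 100% = positive control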
GSK3A inh – human GSK-3 alpha kinase inhibition | P49840 | ADP-Glo luminescence, 60 min | inhibition, % at 10 µM | actives 0.1% (n = 320,000) | AID 2650;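 in the data active means inhibition above about 50%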;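 further: GST-tagged GSK-3 alpha with peptide substrate and 25 µM ATP; 0% = DMSO neutral wells and 100% = GW8510 positive control wells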
Target sequence (P49840 whole entry, looked up): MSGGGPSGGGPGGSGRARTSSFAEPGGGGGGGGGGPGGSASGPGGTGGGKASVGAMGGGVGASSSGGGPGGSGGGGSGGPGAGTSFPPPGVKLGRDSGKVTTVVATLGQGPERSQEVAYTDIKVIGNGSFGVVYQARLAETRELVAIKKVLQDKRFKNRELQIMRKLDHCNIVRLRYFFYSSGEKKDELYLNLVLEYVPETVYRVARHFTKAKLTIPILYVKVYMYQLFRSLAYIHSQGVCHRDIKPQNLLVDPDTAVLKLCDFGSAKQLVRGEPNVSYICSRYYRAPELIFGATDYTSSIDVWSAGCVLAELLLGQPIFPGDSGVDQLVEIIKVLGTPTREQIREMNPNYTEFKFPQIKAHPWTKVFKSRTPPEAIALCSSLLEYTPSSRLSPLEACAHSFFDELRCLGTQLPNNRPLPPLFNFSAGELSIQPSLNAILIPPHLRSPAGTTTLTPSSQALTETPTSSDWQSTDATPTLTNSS
The depositor's hits bear a star; u = inconclusive; x = no result given. No enrichment for hits. About 4.7% of those tested had a hit in this group.

SMILES | GSK3B inh | HIF act | KLF5 inhibitor | HSF1 inh | IEC-6 tox | HSP90 refold inh | AI-2 QS mod | HSF-1 act | aSyn UTR inh | GSK3A inh
O=C(NC(=S)Nc1ncccn1)c1ccccc1Br | -1 | 1.8 | -72 | 23 | 0 | -2 | 32 | 21 | -39 | -2
Cc1c(O)ccc(C(=O)CN2CCN(Cc3ccc4c(c3)OCO4)CC2)c1O | 2 | 0.7 | 7 | -7 | 60* | 84* | 27 | -18 | 6 | 6
CSCc1nc2scc(-c3ccccc3)c2c(=O)[nH]1 | 6 | 0.2 | -20 | -6 | -1 | 7 | 29 | -1 | 6 | x
CC(=O)c1ccc(N2CCN(C(=O)c3cc4c(-c5ccccc5F)nn(C)c4s3)CC2)cc1 | 1 | 0.9 | -40 | 0 | 2 | 4 | 24 | 22 | -6 | 0
CN1CCCC(OC(=O)c2cc(F)c(F)c(F)c2F)C1 (centres undefined) | 0 | -7.2 | -28 | -8 | 13 | 2 | 19 | 5 | -9 | -1
Cc1cc(NC(=O)c2ccccc2C)no1 | x | 1.5 | -88 | 4 | 5 | 1 | x | 26 | -104 | -1
Cc1ccccc1-c1cc(-c2ccccc2O)n[nH]1 | 0 | 3.8 | -191 | 9 | 2 | -3 | 26 | -9 | -183 | 1
O=C(NNC1=C(C(=O)C(F)(F)F)CCC1)c1ccncc1 | 2 | 0.1 | 10 | -17 | 1 | 4 | 15 | -32 | -45 | 0
O=C(/C=C/c1ccc2c(c1)OCO2)NCc1ccc(F)cc1 | -19 | 0.3 | -29 | -1 | -2 | 6 | -83* | -5 | -38 | 14
Cc1ccc(/C=C/C(=O)c2ccccc(=O)c2O)c(C)c1 | 3 | -2.2 | -6 | -3 | -4 | 9 | u | -18 | -7 | 7
CS(=O)(=O)N(CC(=O)N1CCC(C(N)=O)CC1)c1ccc(Cl)c(C(F)(F)F)c1 | -5 | -0.2 | -29 | 1 | 2 | 1 | 3 | 14 | -8 | -2
Cc1cc(C)nc(NC(=O)c2c(-c3ccccc3Cl)noc2C)n1 | 0 | -0.3 | -5 | 7 | 0 | 1 | 8 | 4 | 10 | 1
COc1ccc(S(=O)(=O)CCC(=O)N2CCN(c3ccc([N+](=O)[O-])cc3)CC2)cc1 | 1 | -0.7 | -14 | 4 | -1 | -8 | 12 | 7 | 17 | 1
Cc1cc(NC(=O)CSc2nc(=O)cc(N)n2-c2ccc(C)c(C)c2)no1 | 1 | -0.7 | -5 | 14 | -3 | 2 | 19 | 33 | -3 | -3
COc1ccc(CNC(=O)COC(=O)CCOc2ccc(C)cc2)cc1 | 0 | -1.8 | x | 0 | x | x | 21 | -5 | -1 | -1
CSc1nn2cc(CCN3CCOCC3)c(-c3ccc(F)cc3)nc2c1C#N | 1 | -0.1 | -13 | -5 | 1 | 2 | 17 | -15 | 14 | -7
O=C(C1=NN[C@@H]2C(=O)N(c3ccccc3C(F)(F)F)C(=O)[C@H]12)C(c1ccccc1)c1ccccc1 | 1 | -0.1 | 8 | -8 | -6 | 0 | 44 | 8 | 7 | -1
NS(=O)(=O)c1ccc(NC(=O)c2cccc(N3C(=O)c4ccccc4C3=O)c2)cc1 | -1 | -0.3 | 5 | -7 | -7 | -2 | 5 | -11 | 0 | 2
CSc1nc(N)c2c(n1)OC(N)=C(C#N)C2c1cccnc1 (centres undefined) | -3 | -0.2 | -19 | 5 | 6 | -3 | 15 | 10 | 14 | -3
CC(c1nc2ccccc2c(=O)[nH]1)N1CCOCC1 (centres undefined) | 1 | 0.2 | 3 | -2 | -6 | -4 | 8 | 24 | 9 | 1
Cc1cccc(N2CC(C)Cn3c2nc2c3c(=O)n(CC(=O)OCc3ccccc3)c(=O)n2C)c1 (centres undefined) | 1 | -0.3 | -17 | 8 | -6 | -1 | 23 | -1 | 35 | -2
O=C(CS(=O)(=O)c1ccccc1Cl)N1CCOCC1 | 3 | -0.1 | -3 | -6 | 4 | 2 | 5 | -23 | 26 | 0
COC(=O)c1sccc1NC(=O)COc1ccc(Cl)cc1 | 1 | 2.3 | 1 | 26 | 8 | 3 | 25 | 65* | -35 | x
O=C(Nc1ccc2oc(-c3cccnc3)nc2c1)c1cccnc1 | 2 | 0.2 | -13 | -3 | 2 | 2 | 0 | -7 | -12 | 1
Cc1csc(NC(=O)C2CC(=O)N(c3ccc(C)c(C)c3)C2)n1 (centres undefined) | 1 | -0.2 | -13 | 3 | 4 | 1 | 3 | 5 | 20 | 1
CCOc1cc2c(C#N)c(N3CCOCC3)nc(N)c2c(N)n1 | -3 | 0.0 | x | -3 | x | x | 6 | -13 | 12 | x
Nc1nnc(-c2ccccc2Cl)s1 | 3 | 0.5 | -22 | -3 | 10 | 2 | 12 | 3 | -6 | -1
O=C(NC(=S)N1CCCc2ccccc21)c1ccc([N+](=O)[O-])cc1 | 1 | -0.5 | -12 | 1 | -4 | 1 | 76 | 3 | -52 | -1
CC(=O)Nc1ccc(NC(=O)Cn2cnc(S(=O)(=O)N3CCOCC3)c2)cc1 | -4 | -0.6 | -17 | -35 | 7 | 0 | 1 | -48 | -2 | -1
COc1ccc(CNC(=O)CN2C(=O)COc3ccc(S(=O)(=O)N4CCCCC4)cc32)cc1 | -2 | -0.1 | -6 | 4 | 1 | 0 | 29 | 6 | -12 | -1
COCC(C)N1CCC(n2nccc2NC(=O)c2ccccc2Cl)CC1 (centres undefined) | -3 | -0.3 | -36 | 0 | 0 | 0 | 8 | 14 | -7 | 1
CCO[C@@H]1OC(C(=O)NC2CC2)=C[C@H](c2ccc(C(F)(F)F)cc2)[C@H]1CCCO | -8 | -2.7 | -9 | 8 | 0 | 1 | 14 | -11 | 4 | -4
O=C(CN1C(=O)c2ccccc2S1(=O)=O)NCCSCc1ccccc1Cl | -3 | 0.2 | -1 | 0 | -1 | -2 | 34 | 22 | -11 | 7
CCC(=O)N(c1ccc(C(=O)O)cc1)c1nc(-c2ccc(OC)cc2)c(C)s1 | 3 | 1.7 | -72 | -26 | -10 | -5 | 13 | -20 | -185 | 7
CC(C)(C)C(=O)Nc1ccc(N2CCN(S(C)(=O)=O)CC2)cc1 | -1 | 0.4 | -6 | -2 | 3 | -3 | 5 | -13 | -27 | -2
COc1ccc(N2CCN(C(=O)c3cccc4nc(C)oc34)CC2)cc1 | 0 | -0.3 | -26 | -8 | 6 | -2 | 13 | 23 | 17 | 0
CC(=O)Nc1ccc(S(=O)(=O)N(C)CC(=O)OC(C)C(=O)NC2CCCC2)cc1 (centres undefined) | 2 | -0.1 | -3 | 0 | -5 | -7 | 9 | -4 | 7 | 1
COc1cc2c(cc1OC)C(C)=NCC2 | 2 | 0.2 | -14 | -5 | -2 | 1 | 12 | -4 | -8 | -2
COc1cccc(-c2nnc(NC(=O)c3ccc(Cl)s3)o2)c1 | -8 | -0.2 | -11 | -6 | 5 | 2 | u | 5 | -5 | -1
CC(C)CN(C(=O)COC(=O)CCC(=O)c1ccc(F)cc1)c1c(N)n(Cc2ccccc2)c(=O)[nH]c1=O | 1 | 0.0 | x | 1 | x | x | 21 | -10 | 0 | -4
Cc1cc(C)c(NC(=S)NC(=O)c2ccc(-c3ccccc3)cc2)c(C)c1 | 0 | -0.5 | -10 | 5 | -3 | 6 | 30 | 18 | 43 | 0
OC1(c2cccc(F)c2)CCN(Cc2ccncc2)CC1 | 2 | 0.3 | -16 | -2 | 3 | 5 | 8 | -4 | 10 | 0
CCOC(=O)C1(Cc2cccc(Cl)c2)CCCN(C(=O)CCOC)C1 (centres undefined) | -4 | 0.6 | -3 | 6 | -3 | -2 | 14 | 21 | -10 | 1
CN(C)S(=O)(=O)c1ccc(S(=O)(=O)Nc2ccc3c(c2)oc2ccccc23)cc1 | -7 | 0.0 | -52 | -1 | 3 | -6 | 7 | 4 | -28 | -3
COc1cc2c(cc1OC)C(COc1ccccc1OC)N(C(=O)c1ccco1)CC2 (centres undefined) | 2 | -0.5 | 4 | -5 | 5 | 3 | 30 | 4 | 8 | -5
CC1(C)C(=O)NCCN1C(=O)CCCC(=O)O | 4 | -0.3 | -25 | -1 | -2 | -1 | 39 | 2 | -13 | 2
CCOC(=O)N1CCC(NC(=O)c2cc(C(=O)NC3CCN(Cc4ccccc4)CC3)ccc2CO)CC1 | 3 | -0.3 | -10 | 2 | -6 | 4 | 10 | 2 | 12 | 0
CCOc1ccc(C(=O)N(c2ccccn2)C2CCCCC2)cc1 | 0 | -0.5 | -8 | -19 | 2 | 4 | -9 | -20 | 0 | -3
COc1ccc(C(=O)C[n+]2ccc3c(c2)nc(-c2ccccc2)n3C)cc1 | 1 | 0.3 | 10 | -5 | 5 | -1 | 20 | -5 | -5 | x
O=C(NC(Cc1ccc(F)cc1)C(=O)O)c1ccccc1 (centres undefined) | 3 | 0.2 | -34 | -3 | -9 | -2 | -4 | -5 | 14 | 1
Cn1ncc(Br)c1NC(=O)Nc1ccc(Cl)cc1 | -1 | -0.2 | -36 | 0 | -1 | -4 | -10 | 10 | 2 | 0
Cn1c(CSc2nc3ccc(Br)cc3[nH]2)nc2ccccc21 | 1 | 0.9 | -13 | 45 | 1 | 1 | 15 | 31 | 10 | -1
O=C(c1ccc(Br)s1)N1CCN(c2ncccn2)CC1 | -3 | 0.0 | -9 | -4 | -5 | 3 | 56 | 6 | -4 | 2
COc1cc(NC(=S)N2CCOCC2)c(OC)cc1Cl | 1 | -0.3 | -5 | -6 | 8 | 3 | 2 | -5 | -211 | 1
Cc1cc(S(=O)(=O)N2CCN=C2c2ccccc2)ccc1F | 0 | -0.5 | -35 | -13 | 1 | 1 | 2 | -9 | 35 | -3
COc1cc(N=Nc2c(C)n(C)n(-c3ccccc3)c2=O)ccc1N | 3 | 0.3 | -2 | 2 | 1 | 3 | 20 | 15 | 10 | -1
CCN(CC#CCC(O)(c1ccccc1)c1ccccc1)C(C)C | 3 | -0.2 | -9 | 4 | -4 | -1 | 44 | 10 | -6 | -5
COc1ccc(C(=O)N/N=C/c2ccc(OC)c(CN3CCCc4ccccc43)c2)cc1 | 1 | 2.8 | -23 | 19 | 0 | -3 | 12 | 10 | -5 | -1
CCCCc1cc(=O)oc2cc(OCC(=O)N3C[C@H]4C[C@@H](C3)c3cccc(=O)n3C4)ccc12 | 0 | -0.2 | -8 | 9 | 2 | 1 | 9 | 11 | 19 | -1

Copied from the list:
CCCCc1cc(=O)oc2cc(OCC(=O)N3C[C@H]4C[C@@H](C3)c3cccc(=O)n3C4)ccc12 @ HSF-1 act: 11
COc1cc(NC(=S)N2CCOCC2)c(OC)cc1Cl @ HSF-1 act: -5
